Screens deposited in PubChem BioAssay by several laboratories.
MITF TRPM1 inh: MITF TRPM1 promoter inhibition in SK-MEL-5 cells | SK-MEL-5 TRPM1 promoter luciferase, 24 h | inhibition, % at 12.5 µM | 330,000 tested, 0.83% active | AID 488899;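 active means mean inhibition across replicates of 60% or more, whatever share of single replicates reaches that level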; further: values of inactives mirror those of a sister screen read the other way
HIF-2a inh: inhibitors of HIF-2a. 786-0 RCC cells HIF-2a reporter, luciferase luminescence, overnight. inhibition, % at 18.8 µM. 360,000 tested, 0.72% active;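 active means inhibition of the luminescence signal of 40% or more relative to plate controls, in a single-dose primary screen at 18.75 µM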
KKLEB tox: CF airway cell cytotoxicity counter-screen | KKLEB CF airway cells viability, ATPlite luminescence, overnight; stronger effect = lower value; cells stimulated with P. aeruginosa culture filtrate | activity change (cytotoxicity), % at 5 µM | 360,000 tested, 0.36% active | AID 602141;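 active means corrected activity change at or below -50% at 5 µM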
aDG glyco up: increases alpha dystroglycan glycosylation. Pro5-aDG cells, alpha-DG glycosylation AlphaScreen (IIH6); 0% Pro5, 100% B10-LARGE cell signal. activation, % at 10 µM. 360,000 tested, 0.22% active;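 active means activation of at least 8% versus controls, or a plate z-score of at least 8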;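 further: Pro5 are CHO cells carrying HIG-tagged alpha-DG that lacks glycosylation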
NR2E3 ag-1: agonists of human nuclear receptor NR2E3 | inhibition of corepressor binding, % at 4.78 µM | 320,000 tested, 0.12% active | Q9Y5X4 | GST-NR2E3/biotin-RetCOR TR-FRET, 1536-well | AID 2300;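 active means percent inhibition above the cutoff of mean plus 3 SD of all tested compounds, set per screening campaign, cut at about 20% in these data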;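 further: 0% = DMSO wells and 100% = biotin wells as full block of FRET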
Target sequence (Q9Y5X4 whole entry, looked up): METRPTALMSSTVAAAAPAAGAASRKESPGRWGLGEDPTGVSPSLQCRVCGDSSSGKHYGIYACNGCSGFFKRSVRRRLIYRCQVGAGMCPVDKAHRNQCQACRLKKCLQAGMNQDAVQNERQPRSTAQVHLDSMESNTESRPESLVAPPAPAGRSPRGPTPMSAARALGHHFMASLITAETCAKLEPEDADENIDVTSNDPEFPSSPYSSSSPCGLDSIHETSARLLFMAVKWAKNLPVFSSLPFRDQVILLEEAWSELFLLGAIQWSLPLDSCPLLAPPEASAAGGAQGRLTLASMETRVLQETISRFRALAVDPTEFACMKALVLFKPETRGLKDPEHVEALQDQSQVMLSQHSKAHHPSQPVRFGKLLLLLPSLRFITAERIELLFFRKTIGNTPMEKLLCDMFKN
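System: GST-tagged NR2E3 plus biotinylated RetCOR corepressor; Buffer or medium: pH 7.5 Tris-based buffer; Probe or stimulus: RetCOR corepressor, biotinylated, 7 nM; Doses: compound at 4.8 µM, single dose; Schedule: 5 h incubation at 4 °C; Technique: time-resolved FRET; Evaluation: percent inhibition of TR-FRET ratio; Replication: one well per compound, singlicate testing.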
Shn3 inh set2: Schnurri-3 reporter inhibition in Clone20 osteoblasts; Clone20 osteoblast Shn3 3'UTR firefly luciferase, 24 h; inhibition, % at 12.5 µM; 360,000 tested, 0.52% active;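 active means mean inhibition of at least 75% with every replicate also reaching 75%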;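 further: 0% = median of neutral control wells and 100% = pilot-screen positive control compound; some compounds past the cut are filed as inactive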
TWEAK Fn14 block: blocks TWEAK-Fn14 interaction in a reporter cell assay. TWEAK-stimulated Fn14 reporter cells, luciferase luminescence, 8 h. inhibition, % at 10 µM. 360,000 tested, 2% active. AID 1159606; in the data active means inhibition above about 50%
Peg3 promoter: inhibitors of Peg3 promoter; HeLa PEG-Prom luciferase reporter, luminescence, overnight; inhibition, % at 20 µM; 360,000 tested, 1.7% active; AID 588405;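 active means inhibition of at least 50% at 20 µM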
iPSC survival up: enhancers of human iPSC single-cell survival; AID 602274; survival enhancement, % at 20 µM; hiPSC single-cell survival, ATPlite luminescence; 100% = ROCK inhibitor wells, 0% = DMSO; 360,000 tested, 0.044% active; in the data active means survival enhancement above about 18%;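 further: cells exposed to compounds for 16 hours before the ATP read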
CF NFkB inh: inhibitors of cystic fibrosis induced NF-kB. 360,000 tested, 0.86% active. inhibition, % at 5 µM. KKLEB NF-kB-GFP reporter, PAF-induced, GFP fluorescence overnight;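 active means at least 50% inhibition at 5 µM, scaled per plate between neutral and stimulator controls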;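 further: PAF is a Pseudomonas aeruginosa culture filtrate used as stimulus; plate controls were PAF-stimulated DMSO wells for no effect and unstimulated DMSO wells for full effect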
NR2E3 ag-2: human photoreceptor-specific nuclear receptor agonism | CHO-S Gal4-NCOR/VP16-NR2E3 two-hybrid, luciferase | inhibition of corepressor binding, % at 3.98 µM | 360,000 tested, 0.35% active | AID 602229;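 active means inhibition above the mean of all tested compounds plus 3 SD, cut at about 70% in these data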;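 further: 0% = DMSO with NR2E3 transfected cells and 100% = cells lacking NR2E3 construct; higher means lower luciferase signal from less NR2E3 corepressor binding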
* = called active by the depositor; nt = not tested or not shown.

molecule | HIF-2a inh | KKLEB tox | NR2E3 ag-2 | Peg3 promoter | Shn3 inh set2 | NR2E3 ag-1 | TWEAK Fn14 block | CF NFkB inh | MITF TRPM1 inh | aDG glyco up | iPSC survival up
CN(c1ccccc1)S(=O)(=O)c1ccc(Cl)c(C(=O)Nc2nc3ccccc3[nH]2)c1 | 38 | 4 | -36 | 36 | 20 | -4 | 33 | 0 | 4 | 0.0 | -2.5
COc1cccc(CN2CCN(Cc3ccc(OC)c(OC)c3)CC2CCO)c1 (stereo not drawn) | 15 | -6 | -5 | 3 | 10 | 1 | 11 | 9 | 10 | 0.3 | -1.3
CN(C)CCNC(=O)c1cccc2nc3cccc(F)c3nc12 | -4 | -3 | -110 | 105* | 91* | nt | -51 | -32 | 77* | 0.4 | -3.2
COc1cc(C)c(C(C)C)cc1S(=O)(=O)n1cnc(C)c1 | 14 | -10 | -39 | 12 | 28 | 8 | 9 | 5 | 9 | 0.0 | -3.1
Cc1[nH]n(-c2ccccc2)c(=O)c1/C=N/n1c(C)nc2ccccc2c1=O | 20 | 11 | 15 | 27 | 2 | 4 | 2 | -4 | 2 | -0.2 | 1.5
COc1ccc(CC(=O)NCC2CCCCC2)cc1OC | 8 | 6 | -18 | 8 | 1 | 0 | 6 | -6 | 15 | 0.0 | 0.0
CC(C)C(NC(=O)c1ccccc1)C(=O)NC1=NCCS1 (stereo not drawn) | 15 | 2 | -9 | 16 | -4 | -3 | -24 | 8 | -2 | 0.1 | -3.2
Cc1ccc(CNS(=O)(=O)c2cc3c4c(c2)CCN4C(=O)CC3)cc1 | 16 | 6 | 19 | 17 | 11 | 0 | 3 | 5 | -5 | 1.5 | -0.4
CCOC(=O)CCc1c(C)c2ccc(OC3CCCCC3=O)c(C)c2oc1=O (stereo not drawn) | -71 | 10 | -34 | -145 | -10 | -3 | 11 | -6 | -30 | 0.4 | -0.3
Cc1cc(C)cc(NC2=C(N)C(=O)c3ccccc3C2=O)c1 | -253 | 6 | -74 | -269 | 6 | -4 | 28 | -14 | 4 | 0.2 | -0.2
COc1ccc(Br)cc1CNC(=O)CCNC(=O)Cn1ccc2ccccc2c1=O | 13 | 8 | 5 | 14 | 12 | 2 | -8 | 12 | 0 | 0.2 | -0.6
O=C(c1cnc2n(c1=O)CCS2)N(C1CCCCC1)C1CCCCC1 | 4 | -10 | -38 | 4 | 15 | 4 | 28 | -9 | 5 | 0.1 | -2.8
CCCCN1C(=O)C(CC(=O)NC2CCCCC2)CC(C(=O)N(C)C)=C1C (stereo not drawn) | 3 | 8 | 2 | 9 | 3 | nt | -4 | -16 | nt | 0.0 | 3.3
COC(=O)c1ccccc1NC(=O)C1CC=CCC1C(=O)O (stereo not drawn) | 16 | 2 | -18 | 3 | 9 | 2 | -21 | -5 | 13 | 0.0 | -0.3
CCN(CC)CCN1C(=O)c2ccccc2NC1c1ccc(F)cc1 (stereo not drawn) | 3 | 8 | -16 | -13 | -12 | 0 | 4 | -7 | 2 | 0.1 | 0.4
N/C(=N\O)c1ccc([N+](=O)[O-])s1 | 9 | 5 | 18 | 9 | -8 | -2 | -2 | -11 | 0 | 1.0 | -0.8
CC(=O)N1CCC2(CC1)C/C(=N\NC(=S)Nc1ccccc1F)c1cc(O)ccc1O2 | 5 | -21 | 12 | -22 | -23 | -2 | 6 | 18 | -21 | -0.2 | 1.6
Cc1ccc(NC(=O)Cc2cccs2)cc1Cl | -210 | 6 | -52 | -140 | -12 | nt | -35 | 8 | -59 | 0.0 | -0.6
O=C(CCc1nnc(-c2ccccc2)o1)NC1CCCCC1 | -280 | -6 | -95 | -177 | -117 | 2 | -25 | -3 | -90 | 0.0 | -0.2
CN(C)CCCN(C(=O)/C=C/c1cccs1)c1nc2c(F)cccc2s1 | 14 | -11 | 16 | 106* | -18 | nt | 20 | 19 | 54 | -0.5 | -0.5

Eight compounds out of the list, sorted by molar mass, descending:
molecule | HIF-2a inh | KKLEB tox | NR2E3 ag-2 | Peg3 promoter | Shn3 inh set2 | NR2E3 ag-1 | TWEAK Fn14 block | CF NFkB inh | MITF TRPM1 inh | aDG glyco up | iPSC survival up
COc1ccc(Br)cc1CNC(=O)CCNC(=O)Cn1ccc2ccccc2c1=O | 13 | 8 | 5 | 14 | 12 | 2 | -8 | 12 | 0 | 0.2 | -0.6
CC(=O)N1CCC2(CC1)C/C(=N\NC(=S)Nc1ccccc1F)c1cc(O)ccc1O2 | 5 | -21 | 12 | -22 | -23 | -2 | 6 | 18 | -21 | -0.2 | 1.6
COc1cccc(CN2CCN(Cc3ccc(OC)c(OC)c3)CC2CCO)c1 (stereo not drawn) | 15 | -6 | -5 | 3 | 10 | 1 | 11 | 9 | 10 | 0.3 | -1.3
CCN(CC)CCN1C(=O)c2ccccc2NC1c1ccc(F)cc1 (stereo not drawn) | 3 | 8 | -16 | -13 | -12 | 0 | 4 | -7 | 2 | 0.1 | 0.4
CN(C)CCNC(=O)c1cccc2nc3cccc(F)c3nc12 | -4 | -3 | -110 | 105* | 91* | nt | -51 | -32 | 77* | 0.4 | -3.2
COc1cc(C)c(C(C)C)cc1S(=O)(=O)n1cnc(C)c1 | 14 | -10 | -39 | 12 | 28 | 8 | 9 | 5 | 9 | 0.0 | -3.1
CC(C)C(NC(=O)c1ccccc1)C(=O)NC1=NCCS1 (stereo not drawn) | 15 | 2 | -9 | 16 | -4 | -3 | -24 | 8 | -2 | 0.1 | -3.2
COC(=O)c1ccccc1NC(=O)C1CC=CCC1C(=O)O (stereo not drawn) | 16 | 2 | -18 | 3 | 9 | 2 | -21 | -5 | 13 | 0.0 | -0.3

Other entries follow:
molecule | HIF-2a inh | KKLEB tox | NR2E3 ag-2 | Peg3 promoter | Shn3 inh set2 | NR2E3 ag-1 | TWEAK Fn14 block | CF NFkB inh | MITF TRPM1 inh | aDG glyco up | iPSC survival up
COc1ccc(CC(=O)NCc2cccs2)cc1OC | 4 | 3 | -8 | 14 | 7 | -1 | -2 | 8 | 11 | 0.4 | 0.0
COc1ccc2ccccc2c1/C=N/NC(=O)c1ccccc1F | -24 | 20 | -30 | 11 | 5 | -2 | -16 | -1 | -6 | 0.0 | 0.3
Nc1cc(=O)[nH]c(SCC(=O)Nc2ccc(S(=O)(=O)N3CCCC3)cc2)n1 | 10 | 23 | -2 | 2 | -11 | nt | 3 | 0 | -8 | -0.2 | 6.4
Nc1ccccc1C(=O)NC1CCCCNC1=O (stereo not drawn) | -7 | -8 | 4 | -4 | nt | 1 | -5 | 14 | -9 | -0.1 | -0.6
Cc1ccc(CCNC(=O)CC(C)CC2=NS(=O)(=O)c3ccccc3N2)cc1 (stereo not drawn) | 8 | 9 | -14 | 16 | 2 | -3 | 18 | -18 | 8 | 5.1 | 0.0
CCN(C(=O)COC(=O)c1ccc([N+](=O)[O-])o1)C1CCCCC1 | -10 | -18 | -4 | 19 | 5 | nt | 0 | 27 | 22 | 0.2 | -0.3
CC(NC(=O)CN(C)S(=O)(=O)c1cnc[nH]1)c1ccccc1 (stereo not drawn) | 5 | 13 | -10 | 7 | -10 | -2 | 6 | -1 | -1 | 0.1 | 0.2
Cn1c(C(=O)NCCc2c[nH]c3ccccc23)cc2sccc21 | -263 | -13 | -85 | -366 | -61 | 1 | 4 | 21 | -103 | -0.2 | 1.6
CCNC(=O)c1oc2c(c1C)C(=O)CC(C)(C)C2 | 18 | 12 | -15 | 4 | -4 | -3 | -10 | -1 | 5 | 0.0 | -2.8
O=C(O)CCCCCNS(=O)(=O)c1ccc2c(c1)OCCO2 | 12 | 2 | -18 | 2 | -12 | 2 | 10 | -9 | -6 | -0.2 | 1.7
CC(OC(=O)CCN1C(=O)C2CC=CCC2C1=O)C(=O)Nc1ccc(F)cc1 (stereo not drawn) | 9 | 7 | 14 | -6 | 3 | nt | -10 | -13 | -3 | -0.3 | 0.5
Nc1c(C(=O)c2ccc(Cl)cc2)sc2nc3c(cc12)CCC3 | -162 | -25 | -79 | -184 | -37 | 0 | -68 | 36 | -135 | 0.0 | 0.3
N#Cc1sc(=O)[nH]c1Cl | 14 | 9 | -7 | 5 | 16 | 4 | 0 | 2 | -1 | -0.1 | 4.2
Cc1nonc1CN(C)C(=O)CC1C(=O)NCCN1Cc1ccc(F)c(F)c1 (stereo not drawn) | 6 | 6 | -7 | 5 | -3 | 0 | 3 | -8 | 6 | -0.3 | 0.3
O=C(NCC(=O)N(c1ccccc1)C(C(=O)NCC1CCCO1)c1ccccc1)c1ccco1 (stereo not drawn) | 15 | 0 | 4 | 12 | 4 | 0 | 2 | 0 | -5 | -0.1 | 6.6
Nc1ncnc2c1ccn2[C@H]1CN(Cc2ccc3c(c2)OCO3)C[C@@H](CO)O1 | 2 | 1 | 17 | -1 | 31 | nt | -2 | 10 | nt | -0.3 | -3.3
CCn1c(SC(C)C(=O)O)nnc1-c1cccnc1 (stereo not drawn) | 12 | -5 | 4 | 0 | -3 | -1 | 13 | 0 | -7 | 0.0 | -0.3
CC(NC(=O)COc1ccc(S(=O)(=O)N2CCCC2)cc1)c1ccccc1 (stereo not drawn) | -1 | 1 | -13 | -15 | 9 | 1 | 1 | -3 | 5 | -0.1 | 0.8
CCOC(=O)C1(C)CCCN1C(=O)c1ccc(C)cc1 (stereo not drawn) | 2 | -5 | -44 | -2 | 9 | nt | 6 | -2 | nt | -0.1 | 1.1
C[C@@H]1CN([C@@H](C)CO)C(=O)CCCn2nncc2CO[C@H]1CN(C)S(=O)(=O)c1ccc(-c2ccccc2)cc1 | -8 | -4 | -22 | -3 | 1 | nt | -27 | -10 | nt | 0.2 | -0.9
O=C1CC(c2ccco2)Cc2nc(N3CCc4ccccc4C3)ncc21 (stereo not drawn) | -14 | -14 | -63 | -20 | -1 | -2 | 20 | -10 | -18 | -0.4 | 3.0
CCN1CCN(CC(=O)N2c3ccccc3Sc3ccccc32)CC1 | 19 | 0 | 35 | -11 | -8 | 3 | 7 | -3 | 8 | 0.0 | -0.6
CC(OC(=O)Cc1coc2ccc3ccccc3c12)C(=O)NC(N)=O (stereo not drawn) | 19 | 9 | -14 | 5 | 8 | 4 | 10 | -18 | 5 | -0.1 | 2.2
COc1cc(C2C(C#N)=C(N)Oc3cc(C)oc(=O)c32)ccc1OC(=O)N1CCOCC1 (stereo not drawn) | 12 | 0 | -9 | -4 | -2 | 2 | -25 | -9 | 2 | -0.2 | -1.7
COc1ccc(CNc2nnnn2C)c(OC)c1 | 15 | 0 | -13 | -2 | 1 | 0 | -9 | 4 | 5 | 0.0 | -0.6
